Source: PubChem
PP1 inh: PP1-alpha phosphatase inhibitors, primary screen, counter-screen for PP5 inhibitor project, biochemical, fluorescence, OMFP substrate, single point | Serine/threonine-protein phosphatase PP1-alpha catalytic subunit (Homo sapiens), P62136 | purified PP1alpha | inhibition, % at 6.7 µM | 320,000 compounds, 0.9% hits | AID 2235, 2010;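 active means inhibition above the mean inhibition of all tested compounds plus 3 SD, computed separately for each screening campaign, cut at about 15% in these data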
Target sequence (P62136 whole entry, looked up): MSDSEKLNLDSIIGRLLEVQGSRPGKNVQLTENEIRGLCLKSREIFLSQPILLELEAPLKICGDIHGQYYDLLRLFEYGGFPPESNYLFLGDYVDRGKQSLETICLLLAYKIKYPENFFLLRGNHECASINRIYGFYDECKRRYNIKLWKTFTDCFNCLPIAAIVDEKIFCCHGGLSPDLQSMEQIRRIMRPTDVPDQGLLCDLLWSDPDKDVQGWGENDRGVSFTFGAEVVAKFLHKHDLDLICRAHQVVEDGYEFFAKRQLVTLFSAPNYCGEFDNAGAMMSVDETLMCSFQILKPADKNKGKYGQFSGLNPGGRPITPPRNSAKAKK
TPT1 inh: Candida albicans TPT1 enzyme inhibitors, primary screen, biochemical, fluorescence polarization; tRNA 2'-phosphotransferase TPT1 (Candida albicans SC5314); recombinant caTPT1, FP RNA substrate dephosphorylation; inhibition, % at 5 µM; 300,000 compounds, 0.81% hits; AID 1962, 2009;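 active means inhibition above the mean of all tested compounds plus 3 SD, set per screening campaign, cut at about 24% in these data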;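 further: plate controls were DMSO alone for no effect and ferristatin control at 100 nM for full effect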
ZTA DNA inh: blocks Epstein-Barr virus ZTA, an EBNA-1 counter-screen; ZTA-DNA binding, fluorescence polarization; inhibition, % at 11 µM; 320,000 compounds, 0.15% hits; in the data active means inhibition above about 33%
core dimer inh: inhibitors of HCV core protein dimerization, primary screen, biochemical, TR-FRET, high-throughput | TR-FRET GST/Flag-core106 dimerization, 1536-well | inhibition, % at 5 µM | 300,000 compounds, 0.33% hits;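 active means inhibition above the mean of all tested compounds plus 3 SD, set per screening campaign, cut at about 45% in these data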
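System – GST-tagged and Flag-tagged HCV core protein residues 1-106 · Repeats – one well for each compound · Technique – TR-FRET 671 and 617 nm emission · Doses – one concentration, 5 µM, in 0.5% DMSO · Times – 4 h, 22.5 °C incubation · Also added – Eu donor and XL665 acceptor anti-tag antibodies · Measure – percent inhibition of core106 dimerization signal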
PREPL inh: PREPL enzyme inhibitors, primary screen, biochemical, fluorescence polarization; Prolyl endopeptidase-like (Homo sapiens), Q4J6C6; 320,000 compounds, 0.68% hits; inhibition, % at 5.96 µM; recombinant PREPL, fluorescence polarization activity-based probe; in the data active means inhibition above about 43%;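 further: 0% = enzyme with DMSO and 100% = wells lacking enzyme; many of its hits are not listed in these tables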
Target sequence (Q4J6C6 whole entry, looked up): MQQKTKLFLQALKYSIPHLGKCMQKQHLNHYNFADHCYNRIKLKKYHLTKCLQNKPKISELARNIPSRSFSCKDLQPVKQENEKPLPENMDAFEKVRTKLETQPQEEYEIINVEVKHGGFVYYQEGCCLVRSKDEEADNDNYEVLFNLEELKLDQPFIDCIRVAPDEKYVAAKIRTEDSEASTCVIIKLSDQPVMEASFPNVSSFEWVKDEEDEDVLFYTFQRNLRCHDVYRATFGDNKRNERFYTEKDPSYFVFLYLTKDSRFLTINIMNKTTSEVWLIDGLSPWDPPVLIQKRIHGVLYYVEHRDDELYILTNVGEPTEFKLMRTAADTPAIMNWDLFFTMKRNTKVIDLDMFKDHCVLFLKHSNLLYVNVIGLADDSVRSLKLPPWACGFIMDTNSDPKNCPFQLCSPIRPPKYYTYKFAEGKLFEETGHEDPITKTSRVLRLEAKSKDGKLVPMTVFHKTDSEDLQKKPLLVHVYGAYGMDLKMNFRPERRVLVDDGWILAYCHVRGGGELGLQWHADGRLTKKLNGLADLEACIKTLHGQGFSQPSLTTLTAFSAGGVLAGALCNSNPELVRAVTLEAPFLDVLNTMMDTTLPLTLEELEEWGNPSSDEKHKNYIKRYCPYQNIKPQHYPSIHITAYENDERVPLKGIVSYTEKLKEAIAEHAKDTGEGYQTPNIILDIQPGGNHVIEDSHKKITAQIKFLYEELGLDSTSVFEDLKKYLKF
PP5 inh: PP5 phosphatase inhibitors, primary screen, biochemical, fluorescence; Serine/threonine-protein phosphatase 5 (Homo sapiens), P53041; purified PP5c, OMFP substrate fluorescence; inhibition, % at 6.7 µM; 320,000 compounds, 0.18% hits; AID 1987, 2009;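 active means inhibition above the campaign's mean inhibition across all tested compounds plus 3 SD, cut at about 9.5% in these data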;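 further: 0% = DMSO only and 100% = 100 µM cantharidin control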
EBNA-1 inhibitor: EBNA-1 DNA-binding inhibitors, primary screen, biochemical, fluorescence polarization; 300,000 compounds, 0.34% hits; inhibition, % at 14.8 µM; in the data active means inhibition above about 28%
CTSL1 counter: Fasciola hepatica cathepsin L1 inhibitors, primary screen, counter-screen for PFM18AAP inhibitor project, biochemical, QFRET, fluorogenic peptide substrate; 300,000 compounds, 0.49% hits; recombinant F. hepatica cathepsin L1, Z-Leu-Arg-MCA fluorescence; inhibition, % at 5.96 µM;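 active means inhibition above the mean of all tested compounds plus 3 SD, set per screening campaign, cut at about 17% in these data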;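 further: 0% = plate median of test compound wells and 100% = 1 µM Z-Phe-Ala-diazomethylketone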
Efflux pump mplx: inhibitors of Candida efflux pumps in yeast, primary screen, S. cerevisiae, Nile Red, multiplex; S. cerevisiae Candida pump triplex; inhibition, % at 10 µM; 330,000 compounds, 0.44% hits;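 active means plate passing quality check with inhibition over a set limit, or well fluorescence over plate mean plus 4 SD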;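 further: Nile Red retained in pooled yeast measured as flow cytometry median fluorescence; 0% = buffer negative control and 100% = Enniatin B positive control; higher means more Nile Red kept so more efflux inhibition; some compounds called inactive have numbers as strong as hits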
Starred values were filed as active, the others as inactive; . = no result given. These rows are one share of the data; count on the stated rates, not on these rows.

Each structure is followed by: PP1 inh, TPT1 inh, ZTA DNA inh, core dimer inh, PREPL inh, PP5 inh, EBNA-1 inhibitor, CTSL1 counter, Efflux pump mplx
1	CCOC(=O)N1CCN(C(=O)CCNS(=O)(=O)c2ccc3c(c2)c(=O)n(C)c(=O)n3C)CC1
 : 2.1, -1.4, -13.6, -0.3, 3.2, -2.8, -9.3, 9.9, -0.1
2	CC(=O)Nc1ccc(S(=O)(=O)Nc2nnc(C(C)(C)C)s2)cc1
 : -1.7, 0.2, 11.1, 0.0, 5.7, 2.6, -4.7, 1.8, 0.0
3	CC1CN(C(=O)c2cccc(S(=O)(=O)N3CCN(c4ccc(F)cc4)CC3)c2)CC(C)O1 (centres undefined)
 : -5.9, -0.9, 2.7, 1.6, -3.8, 0.4, -3.7, -3.4, -0.1
4	Cc1onc(-c2ccccc2)c1C(=O)N1CCN(C/C=C/c2ccccc2)CC1
 : -6.8, -2.6, 7.2, 0.4, 11.4, 2.6, 2.9, -1.2, 0.1
5	CC(NC(=O)CN(c1cccc(C(F)(F)F)c1)S(=O)(=O)c1ccc(Cl)c([N+](=O)[O-])c1)c1ccccc1 (centres undefined)
 : 11.9, -0.9, 10.6, 21.0, 8.1, 5.8, 0.7, -0.7, -0.1
6	O=C1C=C(NNC(=O)c2ccncc2)CC(c2ccccc2)C1 (centres undefined)
 : -4.1, 9.3, -14.7, -3.1, 18.4, -0.1, -20.9, 1.8, 0.1
7	CCc1ccc(OCC(=O)NCCc2ccc3c(c2)OCCO3)cc1
 : -1.0, ., -8.8, ., -11.2, 0.8, ., ., 0.2
8	O=C(NCCO)c1nc(C(=O)c2ccccc2)c2ccccc2n1
 : -3.3, ., 2.7, ., 1.4, 1.3, ., ., -0.1
9	CC(C)Oc1ccc(S(=O)(=O)N2CCOCC2)cc1NC(=O)C1COc2ccccc2O1 (centres undefined)
 : -0.4, ., 13.2, ., 4.8, 3.0, ., ., 0.1
10	CC(C)[C@H](NC(=O)Nc1ccc(S(N)(=O)=O)cc1)C(=O)O
 : -5.8, -0.7, 5.2, -2.8, 3.3, 2.7, -6.4, -2.1, 0.0
11	COc1ccccc1CNN
 : 2.3, 3.7, -12.5, -5.6, 1.4, 0.5, 0.6, -8.4, -0.2
12	O=C(c1ccccc1-c1ccccc1)N1CCCC1
 : -0.3, -1.8, -1.6, -3.1, 10.6, -1.0, 2.8, 8.0, -0.3
13	NS(=O)(=O)c1ccc(NC(=O)Nc2cccc3ccccc23)cc1
 : -1.1, 2.0, -6.7, -3.4, 14.6, -0.3, 8.2, 0.3, 0.1
14	Cc1cnc(CNC(=O)CC2C(=O)NCCN2Cc2cccc(F)c2F)cn1 (centres undefined)
 : -4.0, -10.5, -8.8, -3.8, 16.5, -1.9, -3.0, 2.8, 0.1
15	CCOC(=O)C1=C(C)N=C(/N=C/N(C)C)SC1c1ccccc1 (centres undefined)
 : -2.1, 0.1, -3.0, 1.3, -3.2, 1.9, -3.3, -2.8, -0.1
16	O=C(O)c1cc(S(=O)(=O)O)ccc1O
 : 2.2, 0.6, -11.6, -6.9, -2.9, -0.2, -2.6, 1.5, 0.1
17	O=S(=O)(Nc1ccc(S(=O)(=O)Nc2ncccn2)cc1)c1ccccc1
 : -2.9, 1.7, -6.6, -1.9, 4.7, -0.1, -8.2, 1.6, -0.1
18	CCOc1ccc(-c2nc(N)nc(C)c2-c2ccc(Cl)cc2)c(O)c1
 : 8.4, -4.9, -21.4, -10.7, 25.7, 5.6, 0.2, 1.1, 0.0
19	CCOC(=O)c1ccc(-c2c(-c3ccccc3OC)oc3ccccc23)cc1F
 : 2.1, ., -1.1, ., 1.2, 2.1, ., ., -0.1
20	CC(Cl)C(=O)NNc1cccc(Cl)n1 (centres undefined)
 : -2.7, -2.7, -2.0, 4.2, 9.9, 1.1, -1.4, 2.0, 0.3

Next section
Each structure is followed by: PP1 inh, TPT1 inh, ZTA DNA inh, core dimer inh, PREPL inh, PP5 inh, EBNA-1 inhibitor, CTSL1 counter, Efflux pump mplx
21	Nc1ccc(C(=O)c2ccc3c(c2)OCCO3)cc1N
 : -0.4, 8.7, -8.1, 5.7, 10.6, 0.6, -5.6, 8.4, -0.2
22	Cc1cc(NC(=O)c2cc(-c3ccc4c(c3)OCO4)on2)n(-c2ccccc2)n1
 : -1.3, -2.2, -4.2, 0.7, 0.4, -0.5, 8.8, -0.7, 0.1
23	CCN(CC)CCN(C(=O)c1ccc(S(=O)(=O)N(C)C2CCCCC2)cc1)c1nc2c(C)cccc2s1
 : 3.9, -2.7, -15.5, -0.2, 4.1, 2.3, 11.7, 3.0, -0.3
24	CCCC(=O)Nc1cc(=O)n(C)c(=O)n1C
 : 0.0, -3.3, 4.2, -5.8, -4.5, 0.4, -4.2, -1.7, -0.1
25	CCC(C)NCC(O)(c1ccc(Cl)cc1)c1ccc(Cl)cc1 (centres undefined)
 : 1.0, -2.2, 12.1, 3.8, -9.5, -2.3, 2.4, 3.6, 0.0
26	N#C/C(=C\c1cc(Cl)ccc1O)C(=O)NC1CCCCC1
 : 1.8, -1.6, -3.5, -6.6, 16.5, 0.3, 7.0, -0.1, -0.5
27	O=C(CSc1ccccn1)N1CCOCC1
 : -2.7, 1.8, -2.2, 2.0, -3.8, -1.3, 3.3, 1.0, 0.0
28	COCCn1c(SCC(=O)N2CCc3ccccc3C2)nc2ccccc2c1=O
 : 2.3, 3.7, 1.8, 0.9, 19.3, 1.4, -8.3, -2.7, 0.1
29	COc1cccc(CN2CC(C(=O)NCCN3CCOCC3)CCC2=O)c1 (centres undefined)
 : 0.3, -2.0, 5.8, 1.4, -1.0, 1.0, 2.6, -2.4, 0.0
30	COC(=O)C(Cc1ccc(O)cc1)NC(=O)CCC(=O)Nc1ccc(S(N)(=O)=O)cc1 (centres undefined)
 : -0.6, -1.9, 2.4, -16.9, 13.2, 0.1, -1.1, -0.9, 0.0
31	CN1CCN(C(c2cccc(Cl)c2)c2ccccc2Cl)CC1 (centres undefined)
 : 4.6, -2.5, 17.1, -3.2, -3.9, -0.5, 4.3, 0.1, 0.2
32	Cn1c(=O)n(C)c2cc(NS(=O)(=O)c3ccccc3)ccc21
 : -0.7, -3.0, 4.7, 2.9, 0.5, 2.6, 3.6, -1.1, 0.2
33	Cc1cccc(N(CC(O)CN2CCCC2)S(=O)(=O)c2ccccc2)c1 (centres undefined)
 : 1.7, 1.1, -3.8, 6.4, -12.9, 3.4, 3.7, -1.8, 0.1
34	O=C(CCSCc1ccc(Cl)cc1)NCc1cccnc1
 : -0.3, -3.0, 1.0, 5.9, -3.0, 3.0, 4.4, 3.5, 0.0
35	Cc1n[nH]c(=O)nc1NCCN(C)C
 : -5.7, 1.6, 4.4, -2.5, 3.6, -2.0, 7.0, -0.2, 0.0
36	O=C(Cn1cc([N+](=O)[O-])nc1[N+](=O)[O-])N1CCN(c2ccccc2)CC1
 : -2.0, -0.4, -11.1, 6.0, 39.1, 1.0, 6.1, -0.2, 0.0
37	O=C(CN1CCN(Cc2ccccc2)CC1)Nc1cccc(S(=O)(=O)N2CCCCCC2)c1
 : -0.6, 3.6, 5.0, 2.6, 4.3, 0.2, 3.8, -4.2, 0.2
38	CCOC(=O)Nc1nnc(-c2ccc(OC)cc2)s1
 : -1.8, -2.2, -10.1, 0.8, 2.3, 0.4, 4.4, -5.0, 0.0
39	COc1cccc(C2/C(=C(\O)c3ccc4c(c3)OCCO4)C(=O)C(=O)N2CCCn2ccnc2)c1 (centres undefined)
 : -0.7, 16.4, -6.7, -5.8, 3.2, 0.3, -2.5, -0.6, -0.1
40	CCCCCOC(=O)CSc1nnc(-c2cc(OC)c(OC)c(OC)c2)o1
 : -5.6, -0.3, 6.9, 3.6, 2.7, 1.0, 6.1, -0.8, 0.0

Remaining list, next part
Each structure is followed by: PP1 inh, TPT1 inh, ZTA DNA inh, core dimer inh, PREPL inh, PP5 inh, EBNA-1 inhibitor, CTSL1 counter, Efflux pump mplx
41	COc1ccc(C(=O)CSc2n[nH]c(-c3ccco3)n2)cc1
 : -10.1, 6.0, -3.4, -0.3, 0.3, -0.4, -5.3, 1.7, 0.1
42	O=C(OCN1C(=O)c2ccccc2C1=O)c1cccnc1SC(F)F
 : -3.1, -5.3, 1.8, 5.4, 2.4, 0.9, 12.7, -2.4, -0.2
43	CCOC(=O)N1CCc2c(sc3c2c(=O)n(Cc2ccccc2)c(=O)n3Cc2ccc(C)cc2)C1
 : -0.9, -2.6, -7.5, 5.5, -1.4, -0.2, -4.5, -2.4, 0.3
44	CCN1CCc2c(sc(NC(=O)C3COc4ccccc4O3)c2C(N)=O)C1 (centres undefined)
 : -0.6, 0.9, -0.2, 0.6, -3.0, 1.9, 10.4, 1.3, 0.0
45	Cc1cc(C)nc(NS(=O)(=O)c2ccc(NC(=O)C(C)C)cc2)n1
 : 3.0, 1.3, 6.2, 4.1, 16.3, 0.4, -15.4, 3.6, 0.2
46	CCN(CC)S(=O)(=O)c1cc(OCC(N)=O)c(C)cc1Cl
 : -1.6, -5.6, 9.8, -4.9, -3.0, 1.2, 4.7, -3.1, 0.1
47	Cc1ccc2c(c1)N(C(=O)CCC(=O)NCc1ccccn1)CC(C)O2 (centres undefined)
 : -1.9, -0.3, 2.9, 7.2, -7.3, -0.7, 6.2, 1.1, -0.2
48	COC(=O)[C@H]1[C@H]2C[C@@H]3c4[nH]c5cc(OC)ccc5c4CCN3C[C@H]2C[C@@H](OC(=O)c2cc(OC)c(OC)c(OC)c2)[C@@H]1OC
 : 4.1, 41.4*, 9.9, 11.2, -4.1, 3.3, -1.0, -1.2, 0.2
49	O=C(O)c1cc(-c2ccccc2)n[nH]1
 : -0.5, -5.0, -6.0, -10.9, 8.5, -0.1, -11.6, -7.3, .
50	O=C(NCc1cccc2ccccc12)Nc1ccccc1
 : -2.1, -2.8, -0.7, -2.0, -1.5, 0.9, 2.9, 1.1, -0.1
51	O=C(NCc1ccccn1)c1cccc(S(=O)(=O)NCc2ccccc2)c1
 : 0.9, -1.8, -15.8, -5.5, 2.2, -0.3, -2.3, 2.0, 0.0

Shown as a hit in TPT1 inh, of those listed so far:
| nr | mol | TPT1 inh | core dimer inh | PREPL inh | PP5 inh | EBNA-1 inhibitor | Efflux pump mplx |
| --- | --- | --- | --- | --- | --- | --- | --- |
| 48 | COC(=O)[C@H]1[C@H]2C[C@@H]3c4[nH]c5cc(OC)ccc5c4CCN3C[C@H]2C[C@@H](OC(=O)c2cc(OC)c(OC)c(OC)c2)[C@@H]1OC | 41.4* | 11.2 | -4.1 | 3.3 | -1.0 | 0.2 |

Taken from above.
In core dimer inh, CCN1CCc2c(sc(NC(=O)C3COc4ccccc4O3)c2C(N)=O)C1 (centres undefined) reads 0.6
In PP1 inh, COc1cccc(CN2CC(C(=O)NCCN3CCOCC3)CCC2=O)c1 (centres undefined) reads 0.3
